# Source: PubChem BioAssay (National Center for Advancing Translational Sciences (NCATS))
# rTrxR1 inhibitor: blocks rat thioredoxin reductase 1; recombinant rTrxR1, NADPH fluorescence consumption, selenite substrate; Potency, µM (series often up to 114 µM), without a hit: top-dose activity change, negative = inhibition, most hits filed as inhibitors; actives 1% (n = 390,000); AID 588453; further: on the % scale 0 is the no-effect control and ±100 the full control effect; nearly all actives have a fitted effect of over 65% in size
# Target sequence (O89049 whole entry, looked up): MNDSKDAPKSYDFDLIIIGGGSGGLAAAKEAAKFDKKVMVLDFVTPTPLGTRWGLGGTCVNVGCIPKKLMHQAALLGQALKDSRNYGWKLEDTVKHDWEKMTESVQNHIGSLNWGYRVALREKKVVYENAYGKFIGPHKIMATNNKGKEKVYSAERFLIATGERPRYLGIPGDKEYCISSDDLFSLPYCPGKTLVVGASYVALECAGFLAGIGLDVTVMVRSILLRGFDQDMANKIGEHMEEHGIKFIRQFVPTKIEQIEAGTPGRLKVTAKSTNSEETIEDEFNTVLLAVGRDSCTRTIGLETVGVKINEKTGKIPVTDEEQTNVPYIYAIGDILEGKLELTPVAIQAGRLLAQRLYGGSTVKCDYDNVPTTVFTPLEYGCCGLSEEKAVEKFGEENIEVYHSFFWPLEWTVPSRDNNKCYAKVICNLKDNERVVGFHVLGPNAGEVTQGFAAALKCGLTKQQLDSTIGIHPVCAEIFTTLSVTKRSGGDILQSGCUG
#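 Rat TrxR1 (90 nM in the dispensed reagent) was pre-reduced with 400 uM NADPH for 5 min at room temperature, then incubated with compound for 15 min. After 400 uM selenite was added, NADPH fluorescence (Ex 340/Em 450 nm) was followed for 8 min.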
# Vif-APOBEC3F blk: blocks the Vif interaction with APOBEC3F. actives 0.2% (n = 390,000). HeLa A3F-eYFP + Vif (tagged APOBEC3F with the HIV-1 protein that degrades it), YFP fluorescence increase. Potency, µM (highest dose often 46.1 µM), without a hit: top-dose activity, negative = active; further: % of control where 0% means no effect; nearly all actives have a fitted effect of over 65% in size
#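 HeLa cells stably expressing Vif plus C-terminally eYFP-tagged A3F were seeded, incubated overnight at 37 deg C, dosed with compound, incubated overnight again at 37 deg C. Yellow fluorescence (Ex 488/Em 500-530) reported blocked Vif-mediated A3F-eYFP degradation.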
# RGS4 inh: human RGS4 inhibition; actives 0.039% (n = 390,000); P49798; Transcreener GDP fluorescence polarization, RGS4-accelerated GTP hydrolysis; Potency, µM (top dose mostly 114 µM), inactives show top-dose activity change, negative = inhibition, actives largely listed as inhibitors; further: on the % scale 0 is the no-effect control and ±100 the full control effect; nearly all actives have a fitted effect of over 75% in size; some results filed as inactive show a strong effect at the top dose
#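 MLSMR compounds (23 nl, pin-transferred) preincubated 10 min at room temperature with a 500nM (2x) first reagent, then RGS4 at 900nM (2x) plus Transcreener GDP mix added; fluorescence polarization (620/688 nm) read before and after 90 min at 30 °C.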
# 12-LOX inh: ALOX12 (human) lipoxygenase inhibition; P18054; purified 12hLO, xylenol orange hydroperoxide absorbance; Potency, µM (highest dose often 108 µM), for inactives: at the top dose activity change, negative = inhibition, hits mostly inhibitors; actives 1.1% (n = 580,000); AID 1671190; further: on the % scale 0 is the no-effect control and ±100 the full control effect
#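 Purified human 12hLO (150 nM final) in 25 mM Hepes, 0.01% Triton X-100, pH 7.0 was preincubated 15 min at room temperature with compound. Then 40 uM arachidonic acid was added, 30 min. Hydroperoxide was read by Fe-XO absorbance ratio 573/405 nm.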
# USP1-UAF1 inh: inhibitors of human USP1/UAF1 deubiquitinase | recombinant USP1/UAF1, Ub-Rhodamine cleavage fluorescence | actives 0.23% (n = 390,000) | Potency, µM (series often up to 57.1 µM), for the others: top-dose activity change, negative = inhibition, hits mostly inhibitors | O94782 | AID 743255; further: on the % scale 0 is the no-effect control and ±100 the full control effect; nearly all actives have a fitted effect of over 60% in size; inactives centre near -12
#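 USP1/UAF1 complex (1 nM) preincubated 15 min at room temperature with compound, then Ub-Rho substrate (150 nM final) added. Kinetic fluorescence at 480/540 nm over 6 reads at 60 s intervals; 50 mM HEPES pH 7.8, 0.5 mM EDTA, 0.1 mg/ml BSA, 1 mM TCEP, 0.01% Tween-20.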
# mIDH1 inhibitor: blocks human mutant IDH1 R132H enzyme; Potency, µM (titrated, usually from 76.6 µM), inactives show top-dose activity change, negative = inhibition, most hits filed as inhibitors; O75874; IDH1-R132H enzyme, NADPH consumption, diaphorase/resazurin fluorescence; AID 602179; actives 0.093% (n = 390,000); further: on the % scale 0 is the no-effect control and ±100 the full control effect; nearly all actives have a fitted effect of over 65% in size
# Target sequence (O75874 whole entry R132H, stated change not applied): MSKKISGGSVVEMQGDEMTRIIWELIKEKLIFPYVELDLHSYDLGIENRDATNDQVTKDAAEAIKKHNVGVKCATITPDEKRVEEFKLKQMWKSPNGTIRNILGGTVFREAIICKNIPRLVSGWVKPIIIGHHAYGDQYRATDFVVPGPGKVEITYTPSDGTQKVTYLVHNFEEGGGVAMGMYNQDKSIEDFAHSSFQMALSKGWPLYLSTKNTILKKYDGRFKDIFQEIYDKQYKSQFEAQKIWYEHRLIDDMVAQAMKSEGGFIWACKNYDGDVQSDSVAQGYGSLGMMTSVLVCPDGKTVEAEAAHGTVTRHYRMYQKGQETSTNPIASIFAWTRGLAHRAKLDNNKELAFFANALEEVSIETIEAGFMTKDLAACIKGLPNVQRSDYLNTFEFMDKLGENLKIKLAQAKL
#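 IDH1-R132H (0.5 ug/mL) preincubated 30 min with compound, then NADPH (0.016 mM) and alpha-KG (2 mM) added; 80 min at RT, pH 7.5. Remaining NADPH coupled via diaphorase/resazurin to fluorescence (540/590 nm); concentration-response curves normalized to no-enzyme control.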
# TrxR1 substrate: rat thioredoxin reductase 1 substrate activity. purified TrxR1 substrate turnover, NADPH consumption readout. Potency, µM (titrated, usually from 114 µM), without a hit: at the highest dose activity change, negative = substrate turnover. actives 0.01% (n = 390,000); further: on the % scale 0 is the no-effect control and ±100 the full control effect; nearly all actives have a fitted effect of over 50% in size
#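 Rat TrxR1, dispensed at 90 nM, was prereduced with 400 uM NADPH (final) for 5 min at ~22 deg C, then incubated with compound 15 min before 400 uM selenite. A first-read NADPH fluorescence drop versus no-compound background flagged substrates.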
# Vif-APOBEC3G blk: Vif-A3G binding inhibition; Q9HC16; HeLa A3G-eYFP + Vif (tagged APOBEC3G with the HIV-1 protein that degrades it), YFP fluorescence, overnight; Potency, µM (titrated, usually from 46.1 µM), for inactives: at the top dose activity, negative = active, usual class: inhibitors; actives 0.076% (n = 410,000);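 further: on the % scale 0 is the no-effect control and ±100 the full control effect; nearly all actives have a fitted effect of over 60% in size; hits raise eYFP signal because A3G escapes Vif-driven loss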
#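 HeLa cells stably expressing Vif and C-terminally eYFP-tagged A3G, seeded overnight at 37 deg C, then exposed to compound by pintool overnight at 37 deg C. Rise in yellow fluorescence (Ex 488/Em 500-530, Acumen) marks blocked Vif-driven A3G degradation.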
# RXFP1 ag: RXFP1 (human) receptor agonism. Q9HBX9. HEK293T-RXFP1 cAMP TR-FRET, 30 min; response scale: percent of porcine relaxin response, buffer zero. Potency, µM (titrated, usually from 57.5 µM), inactives show top-dose activation, usual class: activators. actives 0.3% (n = 370,000). AID 2676; further: on the % scale 0 is the no-effect control and ±100 the full control effect; nearly all actives have a fitted effect of over 60% in size; many of its hits are not listed in these tables
#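 cAMP rise read by TR-FRET after 30 min, 37C compound exposure (up to 58 uM) in RXFP1-transfected HEK293 cells with Ro 20174 present. EC50 from Hill-equation fits, with 29 nM porcine relaxin as 100% and buffer as basal.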
# Starred values were filed as active, the others as inactive; ? = inconclusive; · = not tested or not shown; & = joins results of further samples; [ ] = dose if it differs, or a comment. The call rests on the fitted dose curve; in most records, active means well fitted curve in the direction sought with a large enough effect; inconclusive means small, poorly fitted or top-dose-only effect, or another doubt; inactive means no such curve, though single readings can be large; an effect the other way counts as inactive or inconclusive. Potency means the concentration at half of the fitted maximal effect.
SMILES,rTrxR1 inhibitor,Vif-APOBEC3F blk,RGS4 inh,12-LOX inh,USP1-UAF1 inh,mIDH1 inhibitor,TrxR1 substrate,Vif-APOBEC3G blk,RXFP1 ag
O=C(COC(=O)c1ccc([N+](=O)[O-])cc1)Nc1cccnc1Cl,10%,7%,24%,9%,-4%,2%,4%,2%,·
Cc1onc(-c2ccccc2Cl)c1C(N)=O,10%[57.1 µM],-5%,15%,-3%,-6%,0%,-7%,2%,1.6%
Cc1ccc(C)c(OCc2nc3ccc(S(=O)(=O)Nc4c(C)n(C)n(-c5ccccc5)c4=O)cc3[nH]2)c1,17%,2%,-2%,8%,-23%,-7%,3%,-8%,2.4%
CCOC(=O)N1CCC(NC(=O)CC2C(=O)NCCN2Cc2ccccc2)CC1 (configuration not stated),-29%,-11%,-12%,?,-9%,2%,-14%,1%,-1.0%
COC(=O)c1sccc1S(=O)(=O)N(CC(=O)Nc1cc(C)ccc1C)c1ccc(C)c(C)c1,8%[57.1 µM],-5%,-7%,-15%,-2%,-1%,4%[57.1 µM],1%,0.6%
CC(C)N1CCC(N2CCN(Cc3ccc4nsnc4c3)CC2CCO)CC1 (configuration not stated),14%,0%,-12%,18%,-14%,0%,6%,-8%,3.8%
O=C(Nc1cccc(Cl)c1Cl)C1CCN(c2ncccn2)CC1,10%,-10%,-11%,0%,7%,3%,4%,-5%,4.8%
Cc1ccc(-c2noc(C3CCCN(C(=O)c4ccc(Cl)cc4)C3)n2)o1 (configuration not stated),10%,3%,-11%,-27%,-10%,13%,-4%,1%,-0.4%
CC(C)C(=O)Nc1ccc(C(=O)NNC(=O)NC2CCCCC2)cc1,13%,-3%,-15%,1%,-20%,12%,7%,-1%,1.8%
CCOc1ccc(CCNC(=O)CN2C(=O)CCSc3ccccc32)cc1OCC,20%,10%,3%[56.9 µM],8%,-14%,8%,5%,-2%,0.0%
N#CC1=C(N)Oc2cc(O)ccc2C1c1cccnc1 (configuration not stated),-14%,-29%,-13%,-1%,-20%,-2%,3%,1%,0.4%
CCOC(=O)C1CCN(C(=O)c2ccc3nc(-c4ccc(OC)cc4)c(-c4ccc(OC)cc4)nc3c2)CC1,74%[activator],0%,2%,-24%,-23%,-4%,83%[activator],2%,3.4%
O=C(Nc1ccc(S(=O)(=O)Nc2nccs2)cc1)c1ccc(N2C(=O)c3ccccc3C2=O)cc1,34%,?,-34%,0%,2%,-6%,2%,-20%,20%
COc1ccc(C(=O)Cn2c(=O)c(CCC(=O)O)nn3c4ccccc4nc23)cc1OC,-3%,-6%,-4%,54%[activator],-12%,5%,17%,-2%,2.8%
CNC(=O)/C(C#N)=C1/SC(Cc2ccc(F)cc2)C(=O)N1c1ccccc1 (configuration not stated),11%,15%,11%,?,-26%,-9%,2%,-3%,1.2%
Cc1cc(C)cc(NC(=O)CCc2nnc3n(CC(C)C)c(=O)c4ccccc4n23)c1,14%,2%,8%,0%,-9%,-8%,4%,-2%,0.9%
NC(=O)C1CC(=O)N(c2ccc(OCc3c(Cl)cccc3Cl)cc2)C1 (configuration not stated),28%,-1%,-15%,0%,-21%,5%,7%,2%,2.4%
O=C(CSc1nc(-c2ccco2)cc(C(F)(F)F)n1)N1CCCc2ccccc21,12%[0.457 µM],-10%,-23%,0%,-8%,0%,-1%,-6%,1.0%
COc1ccc(CCNC(=O)C2CC(c3ccccc3[N+](=O)[O-])=NO2)cc1 (configuration not stated),8%[57.1 µM],-1%,-1%,10%,-18%,1%,7%[57.1 µM],0%,1.6%
NC(=O)C(=O)N/N=C/c1c[nH]c2ccc(Br)cc12,5%,0%,5%,-4%,-22%,-5%,-2%,-3%,-6.3%
CC(NC(=O)c1ccccc1Cl)NC(=O)c1ccccc1Cl,14%,-1%,15%,0%,2%,-2%,-1%,-6%,5.6%
O=C(CCc1nc2ccccc2c(=O)[nH]1)NNC(=O)c1ccccc1Cl,14%,-25%,-8%,17%,-7%,-2%,7%,-5%,1.7%
C[C@H](O)[C@@H]1C(=O)N2CCc3c([nH]c4ccccc34)[C@@H]2C[C@@H]1N(C)C(=O)Nc1ccccc1,·,-5%,·,-11%,0%,-13%,·,-9%,·
Cc1ccccc1C(=O)NNC(=O)C1CCN(c2ncccn2)CC1,16%,1%,-2%,-2%,-18%,4%,9%,-4%,0.4%
Cn1nnc2cc(C(=O)NC(C)(C)C)ccc21,19%[57.1 µM],2%,-8%,0%,-12%,6%,12%[57.1 µM],-7%,2.4%
FC(F)Oc1ccccc1NC(=S)NCCc1ccccc1,3%[57.1 µM],0%,12%,-23%,-2%,7%,-4%[57.1 µM],-1%,·
O=C(N1CCOCC1)N1CCN(S(=O)(=O)c2ccc(Cl)cc2)C1,8%,-5%,-5%,-2%,-19%,1%,-3%,3%,2.5%
COc1ccc(-n2ncc3c2ncn2nc(-c4ccc(OC)c(OC)c4)nc32)cc1,15%,·,2%,-20%,12%,·,6%,·,4.0%
O=S(=O)(c1ccc2nc(Nc3ccccc3)ccc2c1)N1CCCCC1,6%,-15%,23%,?,-8%,-3%,10%,3%,0.0%
Nc1nnn(CC(=O)N/N=C/c2cn[nH]c2-c2ccccc2)n1,-8%,5%,-8%,-11%,6%,-9%,-6%,0%,-0.3%
CC(=O)NCCC(=O)N1CCCC(CNC(=O)c2ccc(-c3ccccc3)cc2)C1 (configuration not stated),-6%,-12%,-6%,-4%,-9%,-11%,-2%,-10%,0.3%
C/C(=N\NC(=O)c1ccc(CSc2nc(C)cc(C)n2)cc1)C1CCCCC1,7%,2%,-42%,16%,-10%,2%,-1%,0%,1.3%
COc1ccc(N2CCN(c3n[nH]c(N)n3)CC2)cc1,21%[11.4 µM],-14%,?,-11%,-6%,6%,-22%[11.4 µM],0%,-1.9%
COc1ccc(N2CCN(C(CNC(=O)C(=O)NCCC3=CCCCC3)c3ccco3)CC2)cc1 (configuration not stated),-2%,-21%,-4%,-11%,-17%,5%,-2%,3%,0.8%
CN(C)CCNc1ncnc2c1cnn2-c1ccc(Cl)cc1,28%,-25%,11%,-11%,-2%,-4%,21%,-18%,0.9%
O=C(NC1CCSc2ccccc21)c1ccc(F)c(S(=O)(=O)N2CCOCC2)c1 (configuration not stated),5%,2%,0%,-7%,-4%,0%,-4%,0%,-0.3%
CC(C)NC(=O)CCCN1C(=O)c2ccccc2Sc2ncccc21,11%,0%,-13%,0%,-25%,0%,1%,4%,1.0%
CN1CCN(NC(=O)c2ccccc2F)CC1,16%[57.1 µM],-2%,-15%,-11%,-13%,0%,13%[57.1 µM],-3%,-1.3%
C=CCN(Cc1cc(OC)ccc1OC)C(=O)c1cc2ccc(OC)cc2[nH]1,22%,2%,-4%,?,-13%,-11%,1%,-9%,6.7%
COC(=O)c1sc(C(F)(F)F)c(-c2ccccc2)c1S(=O)(=O)N(C)C,13%[57.1 µM],-5%,6%,13%,-20%,27%,0%[57.1 µM],0%,-0.3%
CCOC(=O)c1nnn(-c2nonc2N)c1-c1ccc(Br)cc1,1%,0%,-4%,-2%,0%,-4%,-13%,-5%,-1.5%
O=C(CSc1nnc(-c2ccncc2)o1)NCc1ccc(Cl)cc1,12%,1%,20%,-10%,-2%,-2%,-6%,-1%,0.6%
Cc1ccc2oc3c(c(=O)c2c1)C(c1cccs1)N(CCCN(C)C)C3=O (configuration not stated),?,-5%,-20%,·,-16%,-1%,10%[57.1 µM],0%,-0.3%
COc1ccc(N=C(N(C)C)P(=O)(N(C)C)N(C)C)cc1,1%&4%,-6%&4%,-4%&8%,-2%&0%,?,-9%&2%,-6%&2%,5%&1%,-0.8%
CC1(C)CC(=O)C(C=NCC2CCCO2)=C(O)C1 (configuration not stated),-6%,-7%,-3%,-3%,-20%,7%,-2%,0%,1.3%
CC1(O)C(c2ccccc2)=Nc2ccccc21 (configuration not stated),·,-1%,·,?,-15%,11%,·,-6%,·
CC(=O)C1=C(O)C(=O)N(c2ccc(F)cc2)C1c1ccc(C)cc1 (configuration not stated),-17%,10%,7%,-20%,-24%,-9%,-12%,-5%,?
O=C(Nc1cnccn1)C1c2ccccc2Oc2ccccc21,29%,0%,2%,12%,4%,10%,10%,-1%,4.6%
O=C(NC(=S)Nc1cccnc1)c1cccs1,0%[57.1 µM],-15%,-42%,?,-9%,1%,5%[57.1 µM],-1%,1.7%

# Of the compounds above, two contain a CF3 group.
SMILES,rTrxR1 inhibitor,Vif-APOBEC3F blk,RGS4 inh,12-LOX inh,USP1-UAF1 inh,mIDH1 inhibitor,TrxR1 substrate,Vif-APOBEC3G blk,RXFP1 ag
O=C(CSc1nc(-c2ccco2)cc(C(F)(F)F)n1)N1CCCc2ccccc21,12%[0.457 µM],-10%,-23%,0%,-8%,0%,-1%,-6%,1.0%
COC(=O)c1sc(C(F)(F)F)c(-c2ccccc2)c1S(=O)(=O)N(C)C,13%[57.1 µM],-5%,6%,13%,-20%,27%,0%[57.1 µM],0%,-0.3%

# Some of the compounds tested, so the mix of outcomes need not match the whole.
